PLK1 kinase inh = inhibitors of human PLK1 kinase | recombinant PLK1 kinase, TR-FRET peptide phosphorylation | inhibition, % at 10 µM | hit rate 0.53% among 97,000;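 active = inhibition of 50% or more in the single-concentration screen; inactive = inhibition below 50%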;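 also: 0% = DMSO max control and 100% = H-89 dihydrochloride min control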
Mac1 fbg inh = inhibitors of human CD11b/CD18 binding to fibrinogen | P05107+P11215 | K562 CD11b/CD18 adhesion to fibrinogen, ATPlite luminescence; Mn2+ added to activate the integrin | inhibition, % at 10 µM | hit rate 0.54% among 93,000 | AID 1497;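 active = primary inhibition of 50% or more at 10 µM, then 40% or more on retest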; also: some results filed as inactive read as strong as hits
ERb SRC1 inh = ER-beta (human) coactivator binding inhibition | hit rate 1.3% among 86,000 | AID 633 | inhibition, % at 25.6 µM | Q92731 | TR-FRET ER-beta LBD / SRC1-Cy5 peptide binding; receptor agonist-loaded with 1 µM estradiol;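 active = compounds whose percent inhibition of the receptor-coactivator binding signal exceeds about 50% in the single-dose screen, limit read from the data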;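 also: 0% = receptor plus peptide wells without compound and 100% = peptide-only wells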
ERa SRC1 inh = blocks coactivator binding to human estrogen receptor alpha; P03372; inhibition, % at 25.6 µM; TR-FRET ER-alpha LBD / SRC-1 peptide, estradiol-bound; hit rate 1.7% among 86,000; in the data active = inhibition above about 50%;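 also: 0% = receptor plus peptide control and 100% = peptide only without receptor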
Target sequence (P03372 whole entry, looked up, the tested form may be a part): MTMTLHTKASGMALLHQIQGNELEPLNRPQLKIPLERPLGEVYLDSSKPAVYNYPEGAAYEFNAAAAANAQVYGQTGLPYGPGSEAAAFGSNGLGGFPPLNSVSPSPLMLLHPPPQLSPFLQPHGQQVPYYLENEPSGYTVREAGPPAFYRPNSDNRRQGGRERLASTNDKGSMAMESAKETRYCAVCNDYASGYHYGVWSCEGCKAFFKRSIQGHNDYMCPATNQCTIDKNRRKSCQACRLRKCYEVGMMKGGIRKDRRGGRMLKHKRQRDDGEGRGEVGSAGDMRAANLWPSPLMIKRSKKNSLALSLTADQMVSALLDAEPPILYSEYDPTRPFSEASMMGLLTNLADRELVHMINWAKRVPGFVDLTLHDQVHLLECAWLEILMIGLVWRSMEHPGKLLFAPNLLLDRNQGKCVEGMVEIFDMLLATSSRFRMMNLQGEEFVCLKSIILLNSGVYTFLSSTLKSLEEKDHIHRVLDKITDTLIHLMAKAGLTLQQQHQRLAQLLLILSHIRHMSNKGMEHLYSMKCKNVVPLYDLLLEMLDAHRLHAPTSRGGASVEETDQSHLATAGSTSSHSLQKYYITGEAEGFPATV
CD11b adhes enh = enhancers of human CD11b/CD18 binding to fibrinogen; K562 CD11b/CD18 adhesion to fibrinogen, ATPlite luminescence; activation, % at 10 µM; hit rate 0.07% among 93,000;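 active = 10 µM primary screen giving 50% or more activity, confirmed by 40% or more on retest at that dose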; also: strong numbers were not always called active
FAK blocker = blocks human focal adhesion kinase activity | Q05397 | biochemical FAK kinase activity assay | inhibition, %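 (tested at 7 µM)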 | hit rate 0.84% among 97,000 | AID 727; in the data active = inhibition above about 19%;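 also: 0% = DMSO and 100% = reference compound high control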
Plk1 PBD FP = inhibitors of human Plk1 polo box domain binding. Plk1 PBD phosphopeptide binding, fluorescence polarization. inhibition, %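 (tested at about 20 µM)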. P53350. hit rate 0.13% among 97,000; in the data active = inhibition above about 34%, passing the limit was not always enough
ERa SRC1 pot = enhances coactivator binding to human estrogen receptor alpha; P03372; TR-FRET ERalpha-LBD/SRC-Cy5 coactivator binding, 2 h; 100 = basal binding, no effect; coactivator binding (% of control), % at 25.6 µM; hit rate 1.3% among 86,000; in the data active = activity above about 200%;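 also: binding measured in presence of low estradiol as agonist stimulus; 0% = peptide alone without receptor and 100% = receptor with peptide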
HIV Rev-RRE inh = HIV Rev-RRE protein-RNA interaction inhibition | P05866 | Rev peptide-RRE RNA binding, FRET | inhibition, % at 8 µM | hit rate 0.79% among 97,000;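 active = inhibition above the screen-wide mean plus 3 SD, cut at about 35% in these data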;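 also: 0% = median DMSO wells and 100% = median Neomycin B control wells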
Target sequence (P05866 whole entry, looked up): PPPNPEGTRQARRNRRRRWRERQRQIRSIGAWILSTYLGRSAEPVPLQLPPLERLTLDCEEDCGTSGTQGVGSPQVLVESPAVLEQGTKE
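Assay system: Rev peptide and RRE RNA, both fluorescently labelled; times: 5 min preincubation and 15 min binding, 25 °C; detection: FRET, ex 480 nm, em 540 and 671 nm; read-out basis: % inhibition from 671/540 nm acceptor-to-donor ratio, scaled between controls; benchmarks: DMSO low control, neomycin B high control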
Active calls of the source: *; . = not tested or not shown; [ ] = remark or other dose. Hits appear at their usual frequency; any-hit rate near 4.7%.

SMILES	PLK1 kinase inh	Mac1 fbg inh	ERb SRC1 inh	ERa SRC1 inh	CD11b adhes enh	FAK blocker	Plk1 PBD FP	ERa SRC1 pot	HIV Rev-RRE inh
CCOc1ccc(OCCOCCn2ccnc2)cc1	2.9	3.6	-1.7	8.0	-1.0	-1.0	-27.5	104.5[fluorescence artefact?]	4.2
Cc1ccc(NC(=O)c2cc(N3C(=O)C4CC=CCC4C3=O)ccc2N2CCOCC2)cc1Cl (stereo not drawn)	-11.0	.	-9.4	-3.3	.	1.5	0.8	107.1	3.5
COc1cccc(NC(=O)CN(c2ccc(C)cc2)S(=O)(=O)c2c(C)nn(C)c2C)c1	-3.7	2.6	-0.3	5.5	-4.6	1.7	-16.2	108.4	7.6
Cc1ccc2nc(NC(=O)CSc3nc4c(c(=O)n3C)SC(C)C4)sc2c1 (stereo not drawn)	-2.9	.	3.1	2.7	.	-0.1	-9.1	170.2	2.3
COC(=O)c1sccc1NS(=O)(=O)c1ccc(OC)cc1	-13.8	3.2	1.4	17.8	0.5	-1.2	3.0	83.7	3.6
COc1ccc(C2C3=C(Nc4ncnn42)c2ccccc2CCC3)cc1 (stereo not drawn)	-6.2	-1.1	-12.1	-6.5	-3.3	1.4	-6.4	96.5	1.7
COC(=O)C1=C(C)NC(=O)NC1c1ccc(OCC(=O)N2CCCCC2)cc1 (stereo not drawn)	-0.8	.	-0.6[fluorescence artefact?]	4.4[fluorescence artefact?]	.	-3.9	1.3	101.1	0.4
Cc1nc2ccccc2c2nc(NC(=O)Cc3ccccc3)nn12	-2.5	-2.1	-0.3[fluorescence artefact?]	-0.9	-1.8	-0.8	1.8	106.0	5.8
COc1ccc(NC(=O)COC(=O)c2c(-c3ccccc3)noc2C)cc1	-8.2	.	-5.4	-4.6	.	-0.4	-29.4	89.1	-0.4
O=C1c2cccnc2Nc2ccccc2N1CCCF	-13.0	.	.	.	.	-0.7	-9.2	.	4.5
COc1ccc(N(C(=O)c2ccc(Br)o2)C2C=CS(=O)(=O)C2)cc1 (stereo not drawn)	-4.7	23.7	.	.	0.1	7.4	3.6	.	1.9
CCOC(=O)c1cnn(-c2c(Cc3ccccc3)c(C)nc3c(-c4ccccc4)c(C)nn23)c1N	-7.5	-10.1	-12.9	-9.1	-1.2	-1.0	-22.3	110.0	1.9
Cc1ccc(SCCNC(=O)CN2C(=O)c3ccccc3S2(=O)=O)cc1	.	6.2	-3.6[fluorescence artefact?]	-3.5	-1.4	.	.	106.3	.
Clc1ccc(Sc2cc(Cl)c(-c3ccccc3)nn2)cc1	-11.0	.	.	.	.	9.0	21.2	.	10.0
COc1ccc(C(=O)c2c(C)oc3ccc(O)c(CN4CCOCC4)c23)cc1	-10.1	31.3	.	.	-2.0	0.0	-16.2	.	3.8
CC1CC(=O)NN=C1c1ccc(N(C)C)c([N+](=O)[O-])c1 (stereo not drawn)	-12.1	-11.3	.	.	2.7	-0.5	22.0	.	1.7
Cn1c(C(=O)NC2CCCCC2)cc2sccc21	-7.6	17.1	3.7[fluorescence artefact?]	-6.3	-0.5	-1.3	-13.4	117.3	0.6
COc1ccc(NC(=O)N2CC(C)OC(C)C2)cc1OC (stereo not drawn)	-8.8	18.5	-9.9	-6.3	0.9	0.7	-0.8	110.8	4.3
Cc1nc(N2CCOCC2)c(C#N)c2c1COC(C)(C)C2	-12.8	.	-7.5	1.5	.	-0.2	-0.2	118.1	4.1
O=C(O)CCSc1nc2ccccc2c(=O)[nH]1	-11.7	.	1.6	-5.4	.	-2.7	6.6	104.0[fluorescence artefact?]	0.9

4 of these compounds, set out differently:
SMILES | PLK1 kinase inh | Mac1 fbg inh | ERb SRC1 inh | ERa SRC1 inh | CD11b adhes enh | FAK blocker | Plk1 PBD FP | ERa SRC1 pot | HIV Rev-RRE inh
Clc1ccc(Sc2cc(Cl)c(-c3ccccc3)nn2)cc1 | -11.0 | . | . | . | . | 9.0 | 21.2 | . | 10.0
COc1ccc(C(=O)c2c(C)oc3ccc(O)c(CN4CCOCC4)c23)cc1 | -10.1 | 31.3 | . | . | -2.0 | 0.0 | -16.2 | . | 3.8
CC1CC(=O)NN=C1c1ccc(N(C)C)c([N+](=O)[O-])c1 (stereo not drawn) | -12.1 | -11.3 | . | . | 2.7 | -0.5 | 22.0 | . | 1.7
Cn1c(C(=O)NC2CCCCC2)cc2sccc21 | -7.6 | 17.1 | 3.7[fluorescence artefact?] | -6.3 | -0.5 | -1.3 | -13.4 | 117.3 | 0.6

2 entries picked at random from those above:
SMILES	PLK1 kinase inh	Mac1 fbg inh	ERb SRC1 inh	ERa SRC1 inh	CD11b adhes enh	FAK blocker	Plk1 PBD FP	ERa SRC1 pot	HIV Rev-RRE inh
Cc1nc(N2CCOCC2)c(C#N)c2c1COC(C)(C)C2	-12.8	.	-7.5	1.5	.	-0.2	-0.2	118.1	4.1
CC1CC(=O)NN=C1c1ccc(N(C)C)c([N+](=O)[O-])c1 (stereo not drawn)	-12.1	-11.3	.	.	2.7	-0.5	22.0	.	1.7

Additional structures
SMILES	PLK1 kinase inh	Mac1 fbg inh	ERb SRC1 inh	ERa SRC1 inh	CD11b adhes enh	FAK blocker	Plk1 PBD FP	ERa SRC1 pot	HIV Rev-RRE inh
COc1ccc(-c2c(C)nn3c(N4CCC(C(=O)NCCN(C)C)CC4)cc(C)nc23)cc1OC	.	-18.0	-6.6	-58.8	1.5	.	.	113.9	.
Cc1ccc2c(c1)c(C)c(C)n2CC(O)Cn1nc(C)c(Br)c1C (stereo not drawn)	-8.8	-26.1	.	.	-1.6	5.1	-10.3	.	8.4
O=C(O)c1ccc(NS(=O)(=O)/C=C/c2ccccc2)cc1	-1.4	-0.5	-1.6	0.9	-1.3	1.9	9.4	99.4	9.3
Nc1nc(-c2ccco2)nn1C(=O)c1cccnc1	.	-6.2	5.6	0.7	-1.7	.	.	119.3	.
O=C(O)CCCC(=O)Nc1ccc(Br)cc1	-13.3	12.3	.	.	-3.4	-1.4	-11.4	.	7.4
CCCC(=O)NCCc1cc2c(C)ccc(C)c2[nH]c1=O	4.8	-4.0	-2.5	-1.1	-4.2	-4.9	-1.5	90.0	-0.1
COc1ccccc1-c1cc(C(F)(F)F)nc(N2CCN(c3ccccc3)CC2)n1	-3.2	2.3	17.2[fluorescence artefact?]	24.7[fluorescence artefact?]	6.1	1.5	-18.7	89.8	22.2
Cc1ccc(-c2nnn(CC(=O)NC3CCCc4ccccc43)n2)cc1 (stereo not drawn)	-15.4	.	-7.7	-7.5	.	-4.6	-1.6	95.0	3.3
Cc1ccc2nc(SCCC#N)nc(C)c2c1	-13.5	9.8	-26.8	-19.8	-0.1	-0.9	-10.1	102.5	5.7
Cc1ccc(-c2nc(CSCC(=O)N3CCN(c4ccccn4)CC3)c(C)o2)cc1	-14.2	87.7*	2.8[fluorescence artefact?]	1.6	-13.5	-1.1	-23.2	126.1	6.4
COc1ccc(S(=O)(=O)N2CCN(C(=O)NCc3ccccc3)CC2)cc1	-16.8	-4.6	-14.6	-18.4	-5.3	0.7	-8.9	109.9	7.1
O=C(NCc1cccs1)c1cc(-c2cccc(Cl)c2)on1	-12.4	-7.4	40.1	41.3	-1.4	-1.3	-6.0	145.5	6.6
CC(C)(C)n1nnnc1C(c1ccc2ncccc2c1)N1CCSCC1 (stereo not drawn)	-10.3	.	-21.8	-10.0	.	-6.5	-12.3	95.5	1.5
CCN(CC(=O)Nc1ccc2c(c1)OCCO2)S(=O)(=O)c1cccs1	-17.8	3.6	.	.	2.9	-1.3	13.8	.	5.5
COc1ccc(/C(N)=N/OC(=O)c2cc(-c3ccccc3)nc3ccccc23)cc1	-2.4	.	.	.	.	-4.5	13.2	.	9.0
c1ccc2c(c1)[nH]c1c(N3CCCC3)ncnc12	-6.2	22.2	0.3	-1.5	-4.5	2.4	-8.3	111.9	-4.5
CCOc1ccccc1NS(=O)(=O)c1ccc(OC)c(OC)c1	-16.6	.	.	.	.	-1.6	-15.2	.	-3.5
CC(=O)Oc1ccc2cc(-c3nc4ccccc4n3C)c(=O)oc2c1	-14.7	-0.8	.	.	0.8	7.8	-15.0	.	8.8
CC(=O)NCCn1c(SCC#N)nc2ccccc2c1=O	-6.6	-2.4	10.9	8.5	-1.3	10.9	12.6	72.7	9.4
COc1cccc(C2CC(C(F)(F)F)n3ncc(C(=O)NC(C)(C)C)c3N2)c1 (stereo not drawn)	-7.3	.	-4.8	-2.9	.	-2.0	-0.6	109.7	10.4
CC(NC(=O)OC(C)(C)C)C(=O)Oc1cc2oc(=O)cc(-c3ccccc3)c2cc1Cl (stereo not drawn)	-14.5	22.0	.	.	0.4	-1.1	30.4	.	3.8
COc1cccc(C(=O)NC2CCSC2=O)c1 (stereo not drawn)	-0.9	32.3	0.6	5.4	6.5	-6.3	8.2	114.3	2.9
CCCn1c2c(c(O)c(C(=O)NCc3ccccc3)c1=O)CCCC2	-5.7	.	5.1	-6.8	.	-2.0	1.3	104.0	9.8
O=S(=O)(c1ccc2oc3ccc(S(=O)(=O)N4CCCCC4)cc3c2c1)N1CCCCC1	-7.9	3.8	14.9[fluorescence artefact?]	-2.0	19.2	-1.8	18.8	97.3[fluorescence artefact?]	4.6
Clc1ccc(-c2nc(Cc3ccccc3Cl)no2)cc1	-7.6	-13.7	6.8	-1.6	0.6	-4.0	7.1	98.5	1.5
O=C1CCC(c2ccccc2)N1C(=O)c1cccnc1 (stereo not drawn)	-8.0	.	-18.9[fluorescence artefact?]	-11.9	.	0.3	-3.2	105.9	6.2
CC(=O)N(c1ccc(N(C(C)=O)S(=O)(=O)c2cccs2)cc1)S(=O)(=O)c1cccs1	-15.2	-3.7	18.7	12.3	0.5	3.7	9.6	92.9	3.7
CCC(Sc1nc2c(cnn2-c2ccc(Cl)cc2)c(=O)[nH]1)C(=O)OC (stereo not drawn)	.	22.1	17.6	5.1	8.0	.	.	108.7	.
Nn1cc(-c2ccccc2)nc1SCC(=O)N1CCN(S(=O)(=O)c2ccc3ccccc3c2)CC1	-8.6	8.5	.	.	-1.9	-0.6	-18.1	.	7.0
CCOc1cccc(OCCOc2ccccc2[N+](=O)[O-])c1	-11.5	.	.	.	.	-2.5	5.0	.	12.9
CC(NC(=O)CSc1nnc(-c2cc3cc(Cl)ccc3o2)n1C)c1ccccc1 (stereo not drawn)	0.4	.	2.0	7.8	.	-1.8	-1.2	98.9	8.5
O=C(Nc1cnn(Cc2ccc(F)cc2)c1)c1cc2nc(-c3ccco3)cc(C(F)(F)F)n2n1	14.0	-2.1	17.2	6.4	7.0	-3.0	-6.5	96.9	7.5
COC(=O)C1=C(C)N(c2cccc(C)c2)C(=O)/C1=C\c1cccs1	-7.1	1.5	.	.	-0.5	1.8	-6.0	.	0.9
CC(CNc1ccc([N+](=O)[O-])cc1)NC(=O)c1ccccc1Br (stereo not drawn)	-10.8	-36.3	.	.	-0.1	1.6	-2.0	.	4.2
COCCn1c(=O)[nH]c2cc(C(=O)NC(C)C)ccc2c1=O	-3.1	-10.4	1.3	-4.3	-2.6	4.4	-39.3	95.7	9.1
Cc1cc(NC(=O)C2CC(c3ccc(Cl)cc3)=NO2)no1 (stereo not drawn)	-9.3	-6.1	-4.6	-7.1	-0.4	-4.6	-2.3	97.5	1.4
COc1ccc(C2C(C(C)=O)=C(O)C(=O)N2CCN(C)C)cc1OC (stereo not drawn)	.	-12.9	-2.6[fluorescence artefact?]	-3.8	-1.4	.	.	131.5	.
CN1CCN(CC(=O)Nc2ccc(Oc3ccccc3)cc2)CC1	12.1	-6.7	-8.4	-4.9	-10.0	2.4	-4.6	116.1	1.1
COc1ccc(C(=O)NCCn2cc(SCC(=O)NCc3ccco3)c3ccccc32)cc1	10.7	-1.0	.	.	-6.1	4.4	13.6	.	3.6

Screening results deposited in PubChem by several laboratories.
